High-throughput results deposited in PubChem by several laboratories.
Myeloid diff MLP: compounds promoting myeloid differentiation; ER-HoxA9 myeloid progenitors, lysozyme-GFP differentiation, flow cytometry; AID 624256; 360,000 tested, 1% active; calls only at 10 µM;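 active = normalized GFP-positive differentiation at or above the plate's own cutoff, the solvent-only control mean plus 3 SD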;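 note: cells exposed to compound for four days before flow analysis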
ER stress rescue: rescue of cells from ER stress-induced death, primary screen, 384-well, CSM14.1, thapsigargin, ATP luminescence (AID 1222) | CSM14.1 thapsigargin-induced death rescue, ATP luminescence; higher % means a stronger effect | 190,000 tested, under 10 active | cellular ATP content (survival), % at 20 µM, or EC50 in µM where a hit was titrated;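 active = EC50 below 50 µM in the dose-response confirmation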;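 note: death triggered by thapsigargin at about 15 µM added after 2 h compound pretreatment; cell ATP read after overnight thapsigargin exposure of roughly 18 to 22 hours; normalized against plate controls of thapsigargin alone and 5% DMSO vehicle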
human PMI inhibitors: human PMI inhibitors, high substrate, primary screen, biochemical, fluorescence intensity, high mannose 6-phosphate (AID 1220); 190,000 tested, 0.66% active; recombinant PMI enzyme, coupled fluorescence intensity; higher % means a stronger effect; inhibition, % at 20 µM, or IC50 in µM where a hit was titrated
XIAP displacement: XIAP antagonists, biochemical, IAP family, fluorescence polarization (AID 1018); XIAP BIR domain, fluorescence polarization peptide displacement; higher % means a stronger effect; displacement, % at 20 µM; hits with a dose series show IC50 in µM; 200,000 tested, 0.007% active; in the data active = displacement above about 50%; note: a part of the inactive calls stands beside numbers as strong as those of hits
P. falciparum M17LAP: P. falciparum M17LAP inhibitors, primary screen, biochemical, fluorogenic H-Leu-NHMec substrate, 1536-well (AID 1619); recombinant M17LAP, H-Leu-NHMec fluorogenic kinetic assay; higher % means a stronger effect; one-dose inhibition, % at 30 µM; IC50 in µM for titrated hits; 220,000 tested, 0.38% active;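 active = compound inhibiting the enzyme by more than half at any dose during confirmatory dose-response retesting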;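 note: plate controls were full reaction with DMSO carrier for no effect and no enzyme background for full effect; strong numbers were not always called active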
TNAP activation fold: human TNAP enzyme activators, primary screen, biochemical, luminescent, no phosphate acceptor, uHTS (AID 1001) | activation fold at 20 µM, or EC50 in µM where a hit was titrated | purified TNAP, luminescent activation assay, no phosphate acceptor; higher activation fold means a stronger effect | 200,000 tested, 0.03% active; in the data active = activation fold from about 3, or a potency from the dose series; inactive = the rest, 99 in 100 with activation fold below about 1.6; note: many of its hits are not listed in these tables
PMI inhibitors: MPI enzyme activity inhibition – biochemical, fluorescence intensity, coupled assay, primary screen (AID 1209). purified PMI enzyme, coupled fluorescence intensity; higher % means a stronger effect. one-dose inhibition, % at 20 µM; IC50 in µM for titrated hits. 190,000 tested, 0.42% active;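 note: plate controls were DMSO vehicle for no effect and wells lacking substrate for full effect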
LYP phosphatase: inhibitors of LYP phosphatase, biochemical, fluorescence intensity, uHTS (AID 1779). recombinant LYP phosphatase, fluorescence intensity; higher % means a stronger effect. 290,000 tested, 0.054% active. inhibition, % at 11.5 µM; hits with a dose series show IC50 in µM;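 note: plate controls were vehicle with enzyme for no effect and no enzyme for full effect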
P. falciparum M1AAP: malaria alanyl aminopeptidase activity blockers – biochemical, fluorogenic H-Leu-NHMec substrate, 1536-well (AID 1445). recombinant M1AAP, H-Leu-NHMec fluorogenic kinetic assay; higher % means a stronger effect. inhibition, % at 30 µM; hits with a dose series show IC50 in µM. 220,000 tested, 0.42% active;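 active = primary inhibition above the hit cutoff, then over 50% inhibition at one or more dose response concentrations, cut at about 23% in these data, passing the limit was not always enough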;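 note: plate controls were DMSO full reaction for no effect and no enzyme background for full effect; strong numbers were not always called active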
Myeloid diff MLP GFP+ MAC1+ %: second read-out of Myeloid diff MLP, no call of its own (marks repeat the call); GFP+ MAC1+ double positive, %; measured here: differentiation confirmed by MAC1 staining
* marks the source's active call; other numbers are inactive results; i = inactive; . = no result given. Cut-off read from the data, not from the text of the source, unless noted: active = inhibition above about 50%; inactive = the rest. Random draw from the library. Share with any hit: about 2.7%.

SMILES	Myeloid diff MLP	Myeloid diff MLP GFP+ MAC1+ %	ER stress rescue	human PMI inhibitors	XIAP displacement	P. falciparum M17LAP	TNAP activation fold	PMI inhibitors	LYP phosphatase	P. falciparum M1AAP
Cc1ccc(N2CCN(/N=C/c3ccncc3)CC2)cc1	i	0.3	1.0%	-12%	-9.3%	-7%	1.1	-10%	-4%	6%
COc1ccccc1NC(=O)CSc1nnc(-c2ccncc2)n1CC1CCCO1 (stereo not drawn)	i	0.4	-2.3%	-1%	-6.3%	-6%	1.1	3%	-8%	0%
CC(C)CC(=O)N/N=C/c1c(N)n(C)c(=O)n(C)c1=O	i	1.5	.	.	.	4%	.	.	-4%	7%
Cc1nnsc1Sc1ccccc1C(=O)O	i	0.3	-0.3%	14%	-5.7%	-3%	1	7%	-4%	-1%
O=Cc1cnc(N2CCCCC2)s1	i	0.4	-1.1%	2%	11%	16%	1.1	1%	-3%	6%
COc1cc(-c2nnc(SCc3c(F)cccc3Cl)o2)cc(OC)c1OC	i	0.4	.	13%	0.0%	-6%	1.1	9%	2%	-7%
Cc1ccc(N(CC(=O)NC2CCCC2)C(=O)CCCC(=O)Nc2ccccn2)cc1C	i	0.8	0.0%	-3%	-3.4%	0%	1.1	3%	-9%	5%
Cc1cccc(C)c1NC(=O)c1cn(-c2ccccc2)nc1-c1ccccc1	i	1.1	-6.8%	0%	-1.2%	14%	1.4	2%	-4%	10%
COC(=O)c1c(NC(=O)c2ccc(Br)s2)sc2c1CCC2	i	0.8	-4.7%	1%	1.3%	-2%	1	10%	0%	9%
O=C1CC(N2CCN(CCc3ccccn3)CC2)C(=O)N1c1ccc(Cl)cc1 (stereo not drawn)	i	0.5	0.7%	-10%	-4.5%	14%	1.1	-2%	0%	6%
COc1ccc(S(=O)(=O)Nc2nc3ccccc3s2)cc1OC	i	0.8	-0.9%	-13%	-25%	5%	1.1	-8%	-11%	4%
CC1=C(C(=O)OCc2ccccc2)C(c2ccco2)n2ncnc2N1 (stereo not drawn)	i	4.4	-3.6%	6%	-8.8%	-8%	1	8%	3%	3%
COc1ccc(OC)c(S(=O)(=O)N2CCCCC2C(=O)O)c1 (stereo not drawn)	i	2.8	-1.2%	-3%	-3.1%	6%	1	-3%	1%	3%
CNC(=S)N(Cc1ccc(OC)cc1)Cc1cc2ccc(C)cc2[nH]c1=O	i	0.2	0.6%	7%	-0.7%	-5%	1	9%	-6%	7%
COc1cccc(CC2(CO)CCN(Cc3cnc(N4CCOCC4)s3)CC2)c1	i	0.7	-2.4%	7%	-2.6%	-8%	1.1	7%	-5%	3%
O=C(c1ccccc1)N1CCN(C2C3CC4CC(C3)CC2C4)CC1 (stereo not drawn)	i	0.5	2.1%	1%	2.1%	-1%	1.1	2%	-5%	10%
COc1cccc(C(=O)NNC2=C(C(=O)C(F)(F)F)CCC2)c1	i	1.0	.	.	.	9%	.	.	-4%	-1%
COc1cc(CNC(C)(C)CO)cc(Br)c1OCc1ccc(Cl)cc1	i	0.4	2.9%	17%	-8.1%	-13%	1.1	6%	1%	2%
COCCOCC(O)CN1CCN(c2ccc(C)cc2)CC1 (stereo not drawn)	i	1.5	0.2%	20%	-8.8%	17%	1.1	33%	-9%	0%
O=C(OC1CCc2ccccc2C1=O)c1ccccc1O (stereo not drawn)	i	0.2	-2.8%	24%	-0.5%	11%	1	29%	-5%	6%
CCC(CC)C(=O)Nc1c(C)n(C)n(-c2ccccc2)c1=O	i	1.0	0.7%	-5%	-6.6%	2%	1	-2%	-1%	-2%
COc1ccc(N=c2oc3cc(O)ccc3cc2C(=O)NCC2CCCO2)cc1 (stereo not drawn)	i	0.5	0.1%	-3%	-0.4%	-17%	1.1	1%	-11%	8%
Cc1noc(C)c1COc1ccc(C(=O)OCC(=O)NC2CCCCC2C)cc1 (stereo not drawn)	i	0.8	-1.7%	3%	-2.4%	8%	1	3%	-1%	2%
CC(=O)Nc1cccc(C(=O)OC(C(=O)c2ccc(C)cc2)c2ccccc2)c1 (stereo not drawn)	i	1.2	-1.6%	7%	-8.9%	10%	1	8%	-4%	1%
Cc1onc(-c2ccccc2)c1-c1ccnc(N)n1	i	0.6	.	.	.	-1%	.	.	-7%	2%
The results go on:
SMILES	Myeloid diff MLP	Myeloid diff MLP GFP+ MAC1+ %	ER stress rescue	human PMI inhibitors	XIAP displacement	P. falciparum M17LAP	TNAP activation fold	PMI inhibitors	LYP phosphatase	P. falciparum M1AAP
CCCCNC(=O)COC(=O)c1c2c(nc3ccccc13)/C(=C/c1cccs1)CC2	i	1.8	-1.0%	-69%	-7.4%	22%	1	-40%	2%	13%
CCCc1c(O)nc(SC2CC(=O)N(c3cc(OC)ccc3OC)C2=O)[nH]c1=O (stereo not drawn)	i	1.0	0.3%	12%	-0.6%	0%	1.1	10%	-4%	10%
Cc1cc(N/C=C/C(=O)c2ccc(Br)cc2)no1	i	3.1	-1.6%	-2%	4.6%	12%	1	0%	-4%	-2%
COc1ccc(/C=N/NC(=O)CN2CCS(=O)(=O)CC2)cc1	i	0.7	-1.7%	3%	-5.0%	-6%	1.1	11%	-5%	4%
NNC(=O)CNC(=O)c1ccccc1F	i	2.4	-2.4%	-8%	-0.7%	8%	1	-4%	-1%	2%
CC(C)NS(=O)(=O)c1ccc(CCC(=O)N2CCC(C(N)=O)CC2)cc1	i	0.0	-3.2%	3%	-6.6%	7%	1.1	10%	-5%	5%
CNC(=O)CSc1nc2[nH]ncc2c(=O)[nH]1	i	0.2	.	12%	-3.4%	2%	1.1	3%	-5%	-4%
CNC(=S)N1CCC(NC(=O)C23CC4CC(CC(C4)C2)C3)CC1	i	0.2	0.3%	-3%	-4.0%	-9%	1.1	6%	-7%	1%
FC(F)Oc1ccc(/C=N/N2CCCCC2)c(OC(F)F)c1	.	.	0.0%	3%	-3.2%	-4%	1.2	1%	4%	4%
O=C(O)c1ccc(NC(=S)NC2CCCCC2)cc1	i	0.8	-2.0%	-2%	-9.2%	2%	1.2	5%	-8%	2%
O=S(=O)(c1cnc[nH]1)N1CCCCCC1	i	1.5	0.8%	4%	-1.1%	5%	1.1	-1%	-1%	4%
CCC(C)NC(=O)c1cn(CC)c2cc(N3CCN(C)CC3)c(F)cc2c1=O (stereo not drawn)	i	0.5	.	.	.	1%	.	.	-10%	-2%
O=C(NCc1ccc2c(c1)OCO2)C1CCCN1S(=O)(=O)c1ccc(F)cc1 (stereo not drawn)	i	0.3	.	.	.	1%	.	.	-5%	8%
CC1CCCCN1S(=O)(=O)c1ccc(C(=O)Nc2ccccc2-c2nc3ccccc3[nH]2)cc1 (stereo not drawn)	i	4.0	-0.2%	15%	-10%	-3%	0.9	18%	3%	3%
Cc1sc(NC(=O)CSC2=NCCS2)nc1-c1ccccc1	i	0.5	-0.4%	0%	-4.3%	-11%	1.1	3%	-1%	1%
Cc1ccc(O)c(CNc2ccccn2)c1	i	1.0	0.1%	-7%	-2.0%	-8%	1.2	-15%	-6%	4%
O=S(=O)(NC1CCCC1)c1ccccc1Cl	i	1.7	-2.7%	-20%	-7.2%	1%	1	-11%	-7%	4%
CC(C)N(Cc1cc2ccccc2[nH]c1=O)C(=O)c1cccnc1	i	0.6	-0.4%	-1%	-2.0%	-3%	1.1	0%	-8%	11%
O=C(N/N=C\c1ccc(Cl)cc1)c1sccc1-n1cccc1	i	0.9	-2.5%	0%	-3.4%	9%	1.1	8%	-4%	3%
Nc1ccccc1C(=O)NCc1ccccc1	i	0.8	-1.4%	-4%	-4.2%	-24%	1	-6%	7%	3%
CC(C)CCn1c(NCCc2ccccc2)nc2c1c(=O)n(C)c(=O)n2C	i	2.1	.	.	.	11%	.	.	-7%	1%
COC(=O)C1=C(C)N(Cc2ccc(C)cc2)C(=O)/C1=C\c1cc(OC)c(OC)c(OC)c1	i	0.4	-0.1%	23%	-12%	-9%	1	22%	1%	4%
Cc1cccc(N(C(=O)CCC(=O)Nc2cccnc2)C(C(=O)NC2CCCC2)c2ccncc2)c1 (stereo not drawn)	i	1.8	-3.8%	-8%	-10%	12%	1.1	-12%	-8%	1%
CC(C)(C)c1cc(C(=O)NCc2cccnc2)ccn1	i	2.0	1.4%	-8%	-2.8%	-6%	1.1	-5%	-10%	2%
O=C(CCNC(=O)c1ccco1)NCc1ccccc1	i	0.5	-0.9%	2%	-3.4%	-13%	1.1	6%	-10%	-4%

A different layout for part of the listing above:
Molecule | Myeloid diff MLP | Myeloid diff MLP GFP+ MAC1+ % | ER stress rescue | human PMI inhibitors | XIAP displacement | P. falciparum M17LAP | TNAP activation fold | PMI inhibitors | LYP phosphatase | P. falciparum M1AAP
O=C(O)c1ccc(NC(=S)NC2CCCCC2)cc1 | i | 0.8 | -2.0% | -2% | -9.2% | 2% | 1.2 | 5% | -8% | 2%
O=S(=O)(NC1CCCC1)c1ccccc1Cl | i | 1.7 | -2.7% | -20% | -7.2% | 1% | 1 | -11% | -7% | 4%

Next section
SMILES	Myeloid diff MLP	Myeloid diff MLP GFP+ MAC1+ %	ER stress rescue	human PMI inhibitors	XIAP displacement	P. falciparum M17LAP	TNAP activation fold	PMI inhibitors	LYP phosphatase	P. falciparum M1AAP
CN(c1ccccc1C(=O)Nc1ccc2c(c1)OCO2)S(C)(=O)=O	i	6.7	0.6%	12%	-2.1%	13%	1	-4%	1%	9%
CNC(=O)COC(=O)c1cc2c(C)nn(-c3ccc(F)cc3)c2s1	i	1.1	-1.5%	-8%	0.7%	-8%	1.1	-8%	-8%	11%
CC(=C/c1ccccc1)/C=N/NC(=O)CSc1nc(C)cc(C)n1	i	1.2	2.0%	6%	-0.6%	23%	1.1	12%	7%	-2%
CCN(CC)C(=S)SCC(=O)c1ccccc1	i	0.9	-0.5%	8%	-2.5%	0%	0.7	6%	-6%	12%
O=C(CCNC(=O)c1ccccc1Cl)Nc1ccc(S(=O)(=O)Nc2ncccn2)cc1	i	0.4	2.1%	-5%	2.0%	2%	1.1	-9%	-1%	-3%
Cc1occc1-c1nnc(SCCCC(=O)c2ccc(F)cc2)n1C	i	0.8	0.0%	-12%	-7.4%	5%	0.9	-15%	10%	-3%
O=C(NC1CC1)C1=C[C@@H](C2CCCCC2)C[C@@H](OCCCCO)O1	i	1.5	-0.4%	16%	-4.6%	-2%	1	8%	-2%	0%
O=c1c2ccccc2c(C=Nc2ccccc2O)c(O)n1-c1nccs1	i	0.1	.	.	.	-2%	.	.	4%	2%
Nc1nnc(SCCCC(=O)c2ccc(F)cc2)s1	i	0.0	0.2%	-2%	-1.7%	4%	1.8	4%	-2%	3%
CCCCS(=O)(=O)Nc1ccc2c(c1)ncn2C1CCCCC1	i	0.7	-1.7%	-2%	-6.8%	-9%	0.8	6%	-6%	-10%
Cn1c(N)c(-c2nc3cccnc3n2C)sc1=S	i	0.4	-0.3%	11%	-7.8%	-3%	1.9	20%	1%	4%

As entered above.
CNC(=O)COC(=O)c1cc2c(C)nn(-c3ccc(F)cc3)c2s1 – ER stress rescue: -1.5%
Cc1occc1-c1nnc(SCCCC(=O)c2ccc(F)cc2)n1C – P. falciparum M1AAP: -3%
O=C(CCNC(=O)c1ccccc1Cl)Nc1ccc(S(=O)(=O)Nc2ncccn2)cc1 – P. falciparum M1AAP: -3%
